# Bcl-B Bim block = inhibitors of Bim-Bcl-B interaction, human. actives 0.073% (n = 190,000). AID 951. bead-based flow cytometry, Bim peptide-Bcl-B binding. Q9HD36. inhibition, % at 10 µM;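 note: 0% = tracer peptide without compound and 100% = reference inhibitor peptide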
# Target sequence (Q9HD36 whole entry, looked up): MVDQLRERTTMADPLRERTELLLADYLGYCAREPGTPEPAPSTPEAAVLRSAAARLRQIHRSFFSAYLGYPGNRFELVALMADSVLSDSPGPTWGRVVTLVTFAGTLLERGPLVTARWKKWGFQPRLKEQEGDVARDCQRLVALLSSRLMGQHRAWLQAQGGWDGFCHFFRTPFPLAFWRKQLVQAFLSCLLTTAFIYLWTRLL
# RGS8-Gao reg = regulators of human RGS8-Galphao interaction; P09471; multiplexed bead flow cytometry, RGS8-Galphao binding; actives lie on both sides; response (percent of control binding), % at 10 µM; actives 0.34% (n = 220,000); AID 1423; in the data active = response below about 60% or above about 140%; inactive = in between;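 note: Galphao activated as the GDP aluminium fluoride complex binding bead-coupled RGS8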
# RGS7-Gao = human RGS7-Galphao interaction regulation; AID 1439; actives 0.35% (n = 220,000); Multiplexed bead flow cytometry, RGS7-Galphao binding; actives lie on both sides; binding response (% of control), % at 10 µM; in the data active = binding response below about 49% or above about 150%; inconclusive = no clear call, values can overlap the other calls; inactive = in between;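 note: fluorescent Galphao held in activated GDP-AlF4 state binding bead-coupled RGS7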
# Bcl-W Bim block = human Bim-Bcl-W interaction inhibition | Q92843 | inhibition, % at 10 µM | actives 0.02% (n = 190,000) | bead-based flow cytometry, Bim peptide-Bcl-W binding;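 note: 0% = bound tracer without compound and 100% = peptide blocker; higher means less fluorescent Bim peptide bound to Bcl-W beads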
# Target sequence (Q92843 whole entry, looked up): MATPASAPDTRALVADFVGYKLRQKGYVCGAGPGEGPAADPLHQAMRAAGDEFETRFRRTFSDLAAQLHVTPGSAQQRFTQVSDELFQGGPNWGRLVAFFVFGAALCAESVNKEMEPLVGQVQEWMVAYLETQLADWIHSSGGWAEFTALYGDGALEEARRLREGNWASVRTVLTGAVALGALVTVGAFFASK
# GSH bead fluor = GSH bead compound fluorescence profile; GSH beads flow cytometry, compound fluorescence 488/530 nm; stronger effect = higher value; fluorescence (KMESF) at 10 µM; actives 0.25% (n = 190,000); in the data active = fluorescence above about 89;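 note: glutathione beads carrying GST-tagged Bcl family fusion proteins plus one bare bead set; values are compound well signal with DMSO vehicle wells as background; inactives centre near 16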
# Bcl-XL Bim block = human Bim-Bcl-XL interaction inhibition. Q07817. Bim peptide-Bcl-XL binding, bead flow cytometry, fluorescence. inhibition, % at 10 µM. actives 0.04% (n = 190,000)
# Target sequence (Q07817 whole entry, looked up): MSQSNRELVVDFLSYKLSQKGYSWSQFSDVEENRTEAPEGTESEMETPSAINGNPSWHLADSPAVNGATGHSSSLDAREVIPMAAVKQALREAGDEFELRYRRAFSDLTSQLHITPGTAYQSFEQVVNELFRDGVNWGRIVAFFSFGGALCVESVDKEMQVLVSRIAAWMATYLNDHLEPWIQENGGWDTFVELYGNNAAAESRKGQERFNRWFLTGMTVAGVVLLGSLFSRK
# RGS4-Gao reg = human RGS4-Galphao interaction regulation; actives 0.33% (n = 220,000); binding response (% of control), % at 10 µM; Multiplexed bead flow cytometry, RGS4-Galphao binding; actives lie on both sides; AID 1415; P09471; in the data active = binding response below about 49% or above about 150%; inactive = in between;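 note: fluorescent Galphao activated with aluminum fluoride binding bead-coupled RGS4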
# Mcl1 Bid PPI = Mcl-1/Bid interaction inhibition; Q07820; TR-FRET Mcl-1/Bid-Dy647 peptide binding, 1536-well; inhibition, % at 21.7 µM; actives 0.97% (n = 220,000); AID 1021;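 active = compounds that cut the binding signal by more than half at the single screening dose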;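 note: His-tagged Mcl-1 with europium anti-His antibody binding Bid BH3 peptide; 0% = Mcl-1 plus peptide wells and 100% = peptide-only wells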
# Target sequence (Q07820 whole entry, looked up): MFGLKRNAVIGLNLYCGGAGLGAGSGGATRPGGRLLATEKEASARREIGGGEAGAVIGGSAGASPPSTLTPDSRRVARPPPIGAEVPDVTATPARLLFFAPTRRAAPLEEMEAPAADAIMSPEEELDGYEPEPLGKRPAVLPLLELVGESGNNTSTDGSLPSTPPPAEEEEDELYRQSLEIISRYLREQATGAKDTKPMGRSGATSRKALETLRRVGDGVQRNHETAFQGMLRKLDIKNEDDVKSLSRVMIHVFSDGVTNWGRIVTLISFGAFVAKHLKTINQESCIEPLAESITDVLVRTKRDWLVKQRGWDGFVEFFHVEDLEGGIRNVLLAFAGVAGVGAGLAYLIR
# Bcl-2 Bim block = inhibitors of Bim-Bcl-2 interaction, human. AID 950. Bead-based flow cytometry, Bim peptide-Bcl-2 binding. actives 0.06% (n = 190,000). inhibition, % at 10 µM; in the data active = inhibition above about 40%; inconclusive = no clear call, values can overlap the other calls;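 note: 0% = no compound wells with probe peptide and 100% = reference peptide inhibitor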
# Mcl-1 Bim block = human Bim-Mcl-1 interaction inhibition; Q07820; Bead-based flow cytometry, Bim peptide-Mcl-1 binding; inhibition, % at 10 µM; actives 0.1% (n = 190,000); AID 1009;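 note: 0% = no compound tracer wells and 100% = peptide blocker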
# Bfl-1 Bim block = human Bim-Bfl-1 interaction inhibition; Bead-based flow cytometry, Bim-Bfl-1 binding inhibition; actives 0.12% (n = 190,000); AID 1008; inhibition, % at 10 µM;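 note: 0% = wells without compound plus tracer and 100% = blocker peptide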
# * hit, by the source's call; ? = inconclusive; . = not tested or not shown. Cut-off read from the data, not from the text of the source, unless noted: active = inhibition above about 40%.
SMILES,Bcl-B Bim block,RGS8-Gao reg,RGS7-Gao,Bcl-W Bim block,GSH bead fluor,Bcl-XL Bim block,RGS4-Gao reg,Mcl1 Bid PPI,Bcl-2 Bim block,Mcl-1 Bim block,Bfl-1 Bim block
COCC(C)N=CC1=C(O)CC(C)(C)CC1=O (stereo not drawn),-8,102,103,0,36,-11,102,2,-9,-3,-19
O=C(O)C1C2C=CC3(CN(c4cccc(C(F)(F)F)c4)C(=O)C13)O2 (stereo not drawn),-1,103,103,-1,20,-1,101,-19,-2,-1,0
O=C(O)CNC(=O)c1ccc(Sc2ccccc2)c([N+](=O)[O-])c1,-3,102,103,0,11,-2,106,3,-2,0,-4
Cc1[nH]nc2ncc(C(=O)c3cc(F)ccc3O)cc12,0,102,101,-1,16,0,103,-13,0,0,0
O=C(CSCc1c(Cl)cccc1Cl)NN=C1CCCC1,-4,102,?,-1,15,-3,100,-10,0,0,-7
COC(=O)C1CC(O)CN1C(=O)NC1CCCCC1 (stereo not drawn),2,92,104,0,15,-1,84,-26,0,-1,5
OCC1(Cc2cccc(Cl)c2)CCCN(Cc2sc(N3CCCC3)nc2Cl)C1 (stereo not drawn),-5,103,102,-4,54,-5,103,-11,-8,-5,-13
COc1cc(OC)c(C2SCCN2S(=O)(=O)c2ccc(F)cc2)cc1OC (stereo not drawn),-4,103,98,2,24,-3,101,-13,-8,0,-10
O=C(NCc1ccco1)c1sc(=S)n2c1[nH]c(=O)c1ccccc12,-6,101,105,0,9,-2,103,-30,-1,-2,1
Cc1ccc(S(=O)(=O)N2CCOCC2)cc1C(=O)OCC(=O)Nc1ccc2c(c1)OCO2,0,92,105,0,17,-1,92,-6,0,-2,0
CCCCn1c(=N)n(CC(O)COc2cccc(C)c2)c2ccccc21 (stereo not drawn),-2,102,99,0,20,-1,100,-6,-1,0,0
CC(C)CC(=O)Nc1ccc(S(=O)(=O)NCc2ccco2)cc1,-6,98,102,2,16,-2,97,-5,-6,0,-7
COC(=O)c1c(NC(=O)COC(=O)c2ccc(Cl)cc2[N+](=O)[O-])sc2c1CCCCC2,-11,101,99,-4,16,-5,101,-27,-6,-3,-8
Cc1cccc(NC(=S)NCC(c2cccnc2)N2CCOCC2)c1C (stereo not drawn),-8,103,103,-5,12,-10,103,-11,-8,-3,-6
CC1CC(=O)c2cn3c(nc2C1)nc1ccccc13 (stereo not drawn),-8,106,101,0,37,-7,106,-35,-7,-2,-15
c1ccc(COc2cccc(CNCc3cccnc3)c2)cc1,-2,99,95,-1,15,-1,95,-2,-2,-2,-3
COc1ccccc1[C@@H]1C(c2ccc(F)cc2)=NN(c2ccccc2)[C@H]1C(=O)N1CCOC1=O,-2,101,103,0,17,-3,103,-8,0,-1,-1
CC(NC(=O)C1CCC(C(C)(C)C)CC1)C(c1ccccc1)N1CCOCC1 (stereo not drawn),-1,100,99,-1,15,0,103,-31,1,2,-1
O=S(=O)(N/N=C\c1ccc2c(c1)OCO2)c1ccc(Cl)cc1,-1,106,101,-1,12,-3,102,-64,-2,-1,-1
COc1ccc(OCC(=O)N/N=C/c2ccc(N(C)C)cc2)cc1,-1,102,103,1,25,-1,99,-37,1,1,-1
Cc1cc(C)n2c(SC/C(O)=C(\C#N)c3nc4ccccc4[nH]3)nnc2n1,1,95,90,-2,18,0,91,-7,-2,-1,1
CCc1nc(NCc2ccccn2)c2oc3ccccc3c2n1,0,100,101,-2,9,0,99,13,-3,0,-7
N/C(=N\OC(=O)/C=C/c1ccccc1)c1ccccn1,-2,101,?,0,11,-2,99,-6,-1,-1,-4
C/C(=N\NC(=S)Nc1cccc(C)c1)c1cccc(N)c1,-18,97,85,-6,16,-9,90,-194,-7,-8,-4
COc1cccc(/C=C/C(=O)NCc2cn3cc(Cl)ccc3n2)c1,1,101,?,-3,14,0,99,-27,1,-1,1

# Molecules above with a Cl atom (five):
SMILES,Bcl-B Bim block,RGS8-Gao reg,RGS7-Gao,Bcl-W Bim block,GSH bead fluor,Bcl-XL Bim block,RGS4-Gao reg,Mcl1 Bid PPI,Bcl-2 Bim block,Mcl-1 Bim block,Bfl-1 Bim block
O=C(CSCc1c(Cl)cccc1Cl)NN=C1CCCC1,-4,102,?,-1,15,-3,100,-10,0,0,-7
OCC1(Cc2cccc(Cl)c2)CCCN(Cc2sc(N3CCCC3)nc2Cl)C1 (stereo not drawn),-5,103,102,-4,54,-5,103,-11,-8,-5,-13
COC(=O)c1c(NC(=O)COC(=O)c2ccc(Cl)cc2[N+](=O)[O-])sc2c1CCCCC2,-11,101,99,-4,16,-5,101,-27,-6,-3,-8
O=S(=O)(N/N=C\c1ccc2c(c1)OCO2)c1ccc(Cl)cc1,-1,106,101,-1,12,-3,102,-64,-2,-1,-1
COc1cccc(/C=C/C(=O)NCc2cn3cc(Cl)ccc3n2)c1,1,101,?,-3,14,0,99,-27,1,-1,1

# The listing picks up; the 2 compounds before the break are reprinted first.
SMILES,Bcl-B Bim block,RGS8-Gao reg,RGS7-Gao,Bcl-W Bim block,GSH bead fluor,Bcl-XL Bim block,RGS4-Gao reg,Mcl1 Bid PPI,Bcl-2 Bim block,Mcl-1 Bim block,Bfl-1 Bim block
C/C(=N\NC(=S)Nc1cccc(C)c1)c1cccc(N)c1,-18,97,85,-6,16,-9,90,-194,-7,-8,-4
COc1cccc(/C=C/C(=O)NCc2cn3cc(Cl)ccc3n2)c1,1,101,?,-3,14,0,99,-27,1,-1,1
COc1ccc(NC(=O)c2ccco2)cc1NC(=O)c1cccnc1,-5,102,102,1,26,7,101,-20,-7,0,-14
CNC(=O)/C(C#N)=C\c1ccc(CNS(=O)(=O)c2ccccc2)o1,-2,100,98,-1,7,-3,102,-33,-1,-1,-2
CCCCNC(=O)CCc1nc2cccnc2n1Cc1ccc(OC)cc1,-8,103,97,0,27,-7,104,-1,-11,-1,-12
COCc1cc(C)nc(Nc2cc(C)ccc2C)c1C#N,-4,96,97,-3,8,-6,98,4,-6,-1,-2
O=C(Cn1ccc([N+](=O)[O-])n1)NCCc1c[nH]c2ccccc12,-5,93,94,0,10,-4,92,-41,-3,0,-4
Cc1c(NC(=S)NC(=O)CC(C)C)c(=O)n(-c2ccccc2)n1C,-4,100,96,-3,13,-4,100,-21,-4,0,-2
Fc1cc(F)c2nc(Nc3nc4cc5c(cc4s3)OCO5)sc2c1,-11,99,100,11,3,0,99,91*,7,4,18
Cc1ccc(C(=O)Nc2cccc(C(=O)O)c2)cc1S(=O)(=O)N1CCCCC1,-10,112,114,-3,25,-6,118,8,-11,-3,-13
O=C(COC(=O)CNC(=O)c1sc2ccccc2c1Cl)Nc1cc(Cl)cc(Cl)c1,-10,100,100,-2,18,-3,102,-34,-1,-2,-6
CC1(NC(=O)C23CC4CC(CC(C4)C2)C3)CCS(=O)(=O)C1 (stereo not drawn),-7,101,100,-2,37,-3,102,-20,-5,-2,-14
Cn1nc(-c2ccc(Cl)cc2)nc2c(=O)n(C)c(=O)nc1-2,-2,99,97,-2,18,-2,100,1,-3,-3,-2
CSc1nc(N(CCO)CCO)c2sc3nc(-c4ccco4)c4c(c3c2n1)CCC4,19,104,96,8,6,11,99,80*,12,9,5
CCCCn1c(SCC(=O)N2CCC(C(=O)OCC)CC2)nc2cc(S(N)(=O)=O)ccc21,-6,103,104,0,19,-4,103,-3,1,1,-14
O=C(CSc1nc2c(c(=O)n1-c1ccc(Cl)cc1)SCC2)N1CCOCC1,-7,100,100,-1,20,-6,102,-34,-10,-1,-12
COC(=O)Nc1nc(-c2ccccc2)c(C(=O)c2ccccc2)s1,1,99,100,0,21,1,100,-12,1,1,0
CCSc1nnc(NC(=O)CN2C(=O)C3CC=CCC3C2=O)s1 (stereo not drawn),2,101,96,1,14,0,102,-10,-2,3,-4
O=C(CSc1nnc(-c2ccccn2)n1Cc1ccco1)c1ccccc1,-1,98,95,1,23,1,96,-28,2,-3,1
CC(C)NC(=S)NC(=O)/C=C/c1ccc(F)cc1,-4,93,86,-3,6,-6,91,-4,-1,-5,-2
COc1ccc(C)c2sc(NNC(=O)COc3ccccc3)nc12,-5,102,102,0,14,-2,102,-25,0,1,-2
O=C(CCCc1ccccc1)c1ccc2c(c1)OCCO2,-1,103,100,0,16,0,103,2,2,1,0
COc1cc(OC)cc(OCC(O)Cn2ccnc2)c1 (stereo not drawn),-4,102,98,0,26,-3,102,7,-9,-1,-15
Fc1cccc(-c2oncc2-c2nnnn2-c2ccc(Cl)cc2)c1,.,96,94,.,29,.,87,-1,?,.,.
CCN1CCN(CC(=O)Nc2cc(C)c(C)cc2[N+](=O)[O-])CC1,-4,101,100,-2,11,-3,98,5,-5,-3,-5
O=C(NCCc1ccccc1)C(c1ccccc1)N(C(=O)c1csnn1)C1CC1 (stereo not drawn),-4,103,104,0,12,2,104,-79,0,-2,-6
O=P(COCCOCCOCP(=O)(c1ccccc1)c1ccccc1)(c1ccccc1)c1ccccc1,-2,102,103,0,10,0,100,-11,-3,-1,-5
CSc1ncccc1C(=O)OCC(=O)c1cc2ccccc2o1,0,103,101,3,22,3,103,-8,1,-1,1
CCOCCCN(C(=O)c1ccco1)C(C(=O)NC1CCCC1)c1cccc(OC)c1OC (stereo not drawn),-6,110,103,2,27,-2,107,-1,-2,2,-9
O=S(=O)(NCc1ccco1)N1CCOCC1,-6,99,103,-1,19,-2,99,-22,-1,-2,0
C[C@@H]1CN(C(=O)c2nc3ccc(Cl)cn3c2CNCC[C@@H]2C[C@@H]3C=C[C@H]2C3)C[C@H](C)O1,-2,102,99,-1,19,-6,98,-4,-2,-3,-6

# Full records as entered above. Order of values: Bcl-B Bim block	RGS8-Gao reg	RGS7-Gao	Bcl-W Bim block	GSH bead fluor	Bcl-XL Bim block	RGS4-Gao reg	Mcl1 Bid PPI	Bcl-2 Bim block	Mcl-1 Bim block	Bfl-1 Bim block
# COCc1cc(C)nc(Nc2cc(C)ccc2C)c1C#N in the list: -4	96	97	-3	8	-6	98	4	-6	-1	-2
# N/C(=N\OC(=O)/C=C/c1ccccc1)c1ccccn1 in the list: -2	101	?	0	11	-2	99	-6	-1	-1	-4
# CC1CC(=O)c2cn3c(nc2C1)nc1ccccc13 (stereo not drawn) in the list: -8	106	101	0	37	-7	106	-35	-7	-2	-15
# CSc1ncccc1C(=O)OCC(=O)c1cc2ccccc2o1 in the list: 0	103	101	3	22	3	103	-8	1	-1	1
